# Assay outcomes as filed in PubChem.
# CHT allo act – CHT positive allosteric modulators, primary screen, cell-based, membrane potential dye, choline EC20. High affinity choline transporter 1 (Homo sapiens), Q9GZV3. CHT-expressing cells; hits give high values; LV-AA mutant CHT in HEK293 cells. B-score at 10 µM. 310,000 tested, 0.49% active. AID 488977, 2010;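 active means initial fluorescence not abnormally high and integrated response B-score, plate-corrected, over 3 SD above library mean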
# Target sequence (Q9GZV3 whole entry, looked up): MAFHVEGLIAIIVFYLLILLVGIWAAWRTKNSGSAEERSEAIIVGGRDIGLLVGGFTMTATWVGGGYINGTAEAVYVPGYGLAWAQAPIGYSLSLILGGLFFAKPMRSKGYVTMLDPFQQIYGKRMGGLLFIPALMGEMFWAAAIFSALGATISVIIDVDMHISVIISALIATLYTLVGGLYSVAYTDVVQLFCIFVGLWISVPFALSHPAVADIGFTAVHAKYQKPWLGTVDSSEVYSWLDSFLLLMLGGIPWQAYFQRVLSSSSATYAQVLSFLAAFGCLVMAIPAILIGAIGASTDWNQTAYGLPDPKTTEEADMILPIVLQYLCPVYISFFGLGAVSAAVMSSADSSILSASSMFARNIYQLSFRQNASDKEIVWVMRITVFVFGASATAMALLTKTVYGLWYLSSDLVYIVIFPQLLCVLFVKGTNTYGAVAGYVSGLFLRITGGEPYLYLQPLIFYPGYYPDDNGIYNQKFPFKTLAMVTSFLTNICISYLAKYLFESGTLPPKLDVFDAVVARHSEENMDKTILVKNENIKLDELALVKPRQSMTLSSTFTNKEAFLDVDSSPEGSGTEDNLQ
# OX1R antag – OX1R (HCRTR1) antagonists, primary screen, fluorescence, CHO/OX1R cells, Fluo-8 calcium, orexin A; inhibition, % at 5 µM; AID 434989, 2010; 330,000 tested, 0.43% active; Orexin/Hypocretin receptor type 1 (Homo sapiens), O43613; Fluo-8 calcium fluorescence;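 active means inhibition above its plate's threshold, mean inhibition of all tested compounds on the plate plus 3 SD, cut at about 37% in these data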;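 further: 0% = orexin A challenge wells and 100% = SB-334867-A antagonist wells; not every result past the cut was called active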
# Target sequence (O43613 whole entry, looked up): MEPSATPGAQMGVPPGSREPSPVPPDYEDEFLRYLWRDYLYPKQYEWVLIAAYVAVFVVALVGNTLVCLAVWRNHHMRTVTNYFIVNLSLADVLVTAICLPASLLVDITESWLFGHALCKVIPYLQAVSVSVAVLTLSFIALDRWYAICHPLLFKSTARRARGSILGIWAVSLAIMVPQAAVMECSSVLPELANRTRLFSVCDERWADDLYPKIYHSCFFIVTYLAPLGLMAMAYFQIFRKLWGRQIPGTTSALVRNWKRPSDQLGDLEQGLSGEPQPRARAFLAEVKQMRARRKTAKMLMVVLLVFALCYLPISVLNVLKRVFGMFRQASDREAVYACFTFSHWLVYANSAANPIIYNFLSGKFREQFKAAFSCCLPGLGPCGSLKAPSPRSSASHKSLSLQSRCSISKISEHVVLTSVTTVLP
# The depositor's hits bear a star; i = inactive; . = no result given.
SMILES,CHT allo act,OX1R antag
CC(=O)N1c2ccc(S(=O)(=O)N3CCC(C(=O)NC4CCCCC4)CC3)cc2CC1C (stereo not given),i,-33
CC(=O)c1c(C)[nH]c(C(=O)NCc2ccc(C)cc2)c1C,i,-18
CCOC(=O)N1CCC(NC(=O)CN(c2ccc(C(C)C)cc2)S(=O)(=O)c2c(C)nn(C)c2C)CC1,i,-32
CCOc1ccc(N2C(=O)/C(=C/c3ccccc3)N=C2SC)cc1,i,-4
COc1ccc(S(=O)(=O)N2CCCOC2CNC(=O)C(=O)NCCCN2CCOCC2)cc1 (stereo not given),i,-9
COc1ccc(/C(O)=C2/C(=O)C(=O)N(Cc3cccnc3)C2c2ccccn2)cc1 (stereo not given),i,-11
COC(=O)c1ccc(S(=O)(=O)N2CCCN(Cc3ccccc3)CC2)n1C,i,-18
N/C(=N\OC(=O)N1CCOCC1)c1ccc(Br)cc1,i,-4
COc1cccc(NS(=O)(=O)c2cc3c(cc2C)N(C(C)=O)CCO3)c1,i,-32
OCCc1c[nH]c2ccc(C(F)(F)F)cc12,i,6
COc1ccc(-c2noc(CCC(=O)N3CCN(c4ccccc4Br)CC3)n2)cc1,.,7
COc1ccccc1NC(=O)c1ccccc1Nc1ccccc1,i,-16
CCCCc1nc2sc3c(=O)[nH]cnc3c2c2c1CCCC2,i,-1
CCOC(=O)N1CCN(C(=O)C2CCN(Cc3ccc(OC)cc3OC)CC2)CC1,i,-16
CCc1ccc(-c2cc(C(=O)NN3CCOCC3)c3ccccc3n2)cc1,i,-24
COc1ccc(CCCc2nnc(SCc3nc4ccccc4c(=O)[nH]3)n2C)cc1,i,-16
CCc1ccc(N(CC(=O)O)S(=O)(=O)c2c(C)noc2C)cc1,i,-28
Cc1cccc(C(=O)NNC(=O)c2cccc([N+](=O)[O-])c2)c1,i,5
Cn1c(O)c(N=NC(=O)CNC(=O)c2ccco2)c2ccccc21,i,-5
Cc1c(NC(=O)CSc2nnc(-c3cccc(Cl)c3)o2)c(=O)n(-c2ccccc2)n1C,i,-13
O=C(Nc1ccc2c(c1)OCCO2)N1CCN(c2ccc(F)cc2)CC1,i,-14
CCOC(=O)Nc1nnc(-c2ccccc2OC)s1,i,-10
CNc1ncc(C(=O)c2ccccc2)s1,i,-23
COC(=O)[C@H](C)NC(=O)NCc1ccc(S(N)(=O)=O)cc1,i,3
O=C(Nc1ccc2c(c1)OCO2)c1cncc(Br)c1,i,-14

# Overlap with the part before: 3 compounds, followed by the next part.
SMILES,CHT allo act,OX1R antag
CNc1ncc(C(=O)c2ccccc2)s1,i,-23
COC(=O)[C@H](C)NC(=O)NCc1ccc(S(N)(=O)=O)cc1,i,3
O=C(Nc1ccc2c(c1)OCO2)c1cncc(Br)c1,i,-14
CN(c1ccccc1)S(=O)(=O)c1cccc(NC(=O)CSc2nccc(=O)[nH]2)c1,.,-6
O=C(NCCC1=CCCCC1)c1ccc([N+](=O)[O-])cc1,i,-17
CC(C)N1CCc2c(sc(NC(=O)Cc3ccccc3)c2C(N)=O)C1,i,-1
O=C(N/N=C/c1cccnc1)c1ccc(NC(=O)c2ccccc2Cl)cc1,i,-5
Cc1cccc(OCC(=O)N2CCc3ccccc3C2)c1,i,-19
CCOC(=O)c1c(C)oc2c1c(C(c1cccnc1)N1CCCCC1)c(O)c1ccccc12 (stereo not given),i,-9
c1csc(CSc2nc3ccccc3s2)c1,i,-12
NC(=O)c1nsc(C(=O)N(c2ccc(F)cc2)C(C(=O)NCC2CCCO2)c2c[nH]c3ccccc23)c1N (stereo not given),i,-12
Cn1nc(NC(=O)CC(C)(C)CC(=O)O)c2ccccc21,i,4
CN1CCN(C2=C(Cl)C(=O)N(c3cccc(Cl)c3)C2=O)CC1,i,-4
COC(=O)NN=C1CCC(c2ccccc2)CC1 (stereo not given),i,.
O=C(c1cc(F)c(F)cc1Cl)N1CCCCC1,i,-15
COc1cccc(OC)c1C(=O)Nc1ccc2c(c1)N(S(=O)(=O)c1cccs1)CCC2,i,10
NC(=O)c1nsc(C(=O)N(CC(=O)NCc2ccc3c(c2)OCO3)C2CCCC2)c1N,i,-12
CCNC(=O)CP(=O)(c1ccccc1)c1ccccc1,i,-13
CCC(=O)Nc1cccc(-c2cc3ccccc3oc2=O)c1,i,-24
Cc1ccc(C)c(S(=O)(=O)NCC(c2ccc3c(c2)OCO3)N2CCOCC2)c1 (stereo not given),i,-33
O=C(CCS(=O)(=O)c1ccc(F)cc1)Nc1nnc(-c2cccs2)o1,i,-12
O=C(/C(=C/c1ccc(Cl)cc1)c1nc2ccccc2[nH]1)c1cccs1,i,26
CCOc1ccc(NC(=O)CC2C(=O)N(c3cccc(OC)c3)C(=O)N2C(C)C)cc1 (stereo not given),i,-21
Cc1cc(Cc2cc(C)c(N)cc2C)c(C)cc1N,i,-8
CCOc1cc(Cl)c(S(=O)(=O)NCCCn2ccnc2)cc1Cl,i,-23
COc1ccccc1Oc1cn[nH]c1-c1ccc(O)cc1O,i,13
Cc1ccc(S(=O)(=O)NC2=NCN(CCOC(=O)c3ccc([N+](=O)[O-])cc3)CN2)cc1,i,0
COc1ccc(C(=O)O/N=C(\N)c2ccc(OC)c(OC)c2)cc1,i,-7

# Compound profiles, from the list above. Order of values: CHT allo act | OX1R antag
# O=C(NCCC1=CCCCC1)c1ccc([N+](=O)[O-])cc1 in the list: i | -17
# O=C(CCS(=O)(=O)c1ccc(F)cc1)Nc1nnc(-c2cccs2)o1 in the list: i | -12
# Cc1cccc(OCC(=O)N2CCc3ccccc3C2)c1 in the list: i | -19
# COc1ccc(C(=O)O/N=C(\N)c2ccc(OC)c(OC)c2)cc1 in the list: i | -7
# NC(=O)c1nsc(C(=O)N(CC(=O)NCc2ccc3c(c2)OCO3)C2CCCC2)c1N in the list: i | -12

# Going on with the list.
SMILES,CHT allo act,OX1R antag
O=C(COC(=O)c1cc(=O)[nH]c2ccccc12)NC1CCCCC1,.,-11
NC(=O)c1nc(-c2ccccc2)c(-c2ccccc2)[nH]c1=O,i,-11
COc1cccc(C2C(C#N)=C(N)Oc3cc(C)n(Cc4ccccn4)c(=O)c32)c1OC (stereo not given),i,-14
CC(=O)c1cc2c(cc1NS(=O)(=O)c1ccc(C)cc1)OCO2,i,-14
CCN(CC)P(=O)(Nc1ccc(C)cc1Br)c1ccc(N(C)C)cc1NC(=O)c1ccco1 (stereo not given),i,-35
COc1ccc(OC)c(S(=O)(=O)N2CCN(CC(O)COc3ccccc3)CC2)c1 (stereo not given),i,-13
COc1ccc(CNC(=O)C(c2ccccc2F)N(C(=O)c2csnn2)C2CC2)cc1 (stereo not given),i,-20
COc1cccc(-c2nc(CS(=O)(=O)CC(=O)NC3CCCCC3C)c(C)o2)c1 (stereo not given),i,-24
O=C(NCc1ccccn1)c1cc2n(n1)C(C(F)(F)F)CC(c1ccco1)N2 (stereo not given),i,8
CCOc1cc(C(C(=O)NCC2CCCO2)N(C(=O)Cn2nnc3ccccc32)c2cccc(OC)c2)ccc1O (stereo not given),i,-24
C[C@@H]1C(=O)O[C@H]2[C@H](O)[C@@]34[C@H]5C[C@@H](C(C)(C)C)[C@]36[C@@H](OC(=O)[C@@H]6O)O[C@@]4(C(=O)O5)[C@@]12O,i,19
Nc1nnc(CCC2CCCCC2)s1,i,-17
CCOc1ccccc1NC(=O)NC(C)c1ccc2c(c1)OCO2 (stereo not given),i,-20
O=C(NC(=S)Nc1cc(Cl)ccc1O)c1cccc(Br)c1,i,-19
CC(C(=O)NC1CCCc2ccccc21)N1C(=O)C2CCCCC2C1=O (stereo not given),.,-4
Cc1ccc(C)c(OCC(=O)Nc2ccc(C(=O)O)cc2NC(=O)COc2cc(C)ccc2C)c1,i,15
COc1ccc(S(=O)(=O)NCC2CCCO2)cc1C(=O)O (stereo not given),i,4
CN1CCN(NC(=O)Nc2ccc([N+](=O)[O-])cc2)CC1,i,7
CCS(=O)c1scc(-c2ccc(Cl)cc2)c1C#N (stereo not given),i,-29
COc1ccc(C(=O)Nc2cccc(C(=O)N3CCCCC3)c2)cc1,i,-10
COc1ccccc1N(CC(=O)NC1CCCCC1C)S(=O)(=O)c1cccs1 (stereo not given),.,-13
Cc1cc(CNC(=O)CC2C(=O)NCCN2CC(c2ccccc2)c2ccccc2)on1 (stereo not given),i,-20
O=C(c1cc2ccccc2cc1O)N1CCN(c2ccc([N+](=O)[O-])cc2)CC1,i,-9
COCCOc1ccc(C(F)(F)F)cc1NC(=O)Cc1ccc(S(=O)(=O)N2CCOCC2)s1,i,-4
O=C(NCC(=O)N1CC=C(c2ccccc2)CC1)c1ccc(F)cc1,.,-7

# Part of the list above in order of SMILES length, smallest number first:
SMILES,CHT allo act,OX1R antag
Nc1nnc(CCC2CCCCC2)s1,i,-17
NC(=O)c1nc(-c2ccccc2)c(-c2ccccc2)[nH]c1=O,i,-11
COc1ccc(OC)c(S(=O)(=O)N2CCN(CC(O)COc3ccccc3)CC2)c1 (stereo not given),i,-13
COc1ccc(CNC(=O)C(c2ccccc2F)N(C(=O)c2csnn2)C2CC2)cc1 (stereo not given),i,-20

# (next part)
SMILES,CHT allo act,OX1R antag
CCCCN(CC)CCCNC(=S)Nc1ccc2nc3n(c(=O)c2c1)CCCCC3,i,-14
C/C(N)=C(/C#N)C(=O)CSc1cc(C)c2cc(C)cc(C)c2n1,i,-2
O=C(NNS(=O)(=O)c1ccccc1[N+](=O)[O-])c1cc2ccccc2cc1O,i,-8
COc1ccc(C(=O)C2CCCN(Cc3ccc4nonc4c3)C2)c(OC)c1 (stereo not given),i,-19
O=S(=O)(c1ccc(S(=O)(=O)N2CCC(O)CC2)cc1)N1CCCC1,i,-18
O=C(Nc1cc(Cl)ccc1N1CCOCC1)c1ccco1,i,.
O=C(Cc1ccc(NS(=O)(=O)c2ccc(F)cc2)cc1)NCc1ccccc1,i,-12
COc1ccc(C(C)=O)cc1COC(=O)c1cnc(Cl)c(Cl)c1,i,-34
CC(C)(C)c1cc(CN2CCCCC2)cc(C(C)(C)C)c1O,i,-17
CC(=O)[C@@H]1[C@@H]2C(=O)N(c3ccccc3F)C(=O)[C@@H]2[C@H]2c3ccccc3C=NN12,i,-11
Cc1ccc(S(=O)(=O)N2CCC(C(=O)OCC(=O)Nc3cc(S(C)(=O)=O)ccc3Cl)CC2)cc1C,i,-8
CC/C(=N\NC(=O)c1nnn(-c2nonc2N)c1-c1cccc(OC)c1)c1ccc(C)cc1,i,11
Cc1nnc(SCCn2c(N3CCCC(C)C3)nc3c2c(=O)n(C)c(=O)n3C)s1 (stereo not given),i,-25
O=C(COC(=O)c1n[nH]c2ccccc12)Nc1ccc(Cl)cc1[N+](=O)[O-],i,-20
COC(=O)C1=C(C)N(Cc2ccccc2)C(=O)/C1=C\c1ccco1,i,-29
CCOC(=O)c1c(N)n(CCOC(=O)c2cccs2)c2nc3ccccc3nc12,i,-3
CCCCOc1ccc(C(=O)Nn2cnnc2)cc1,i,-13
O=C(O)c1cccc(NC(=O)c2cn(-c3ccccc3)nc2-c2cc3ccccc3o2)c1,i,19
O=C(Oc1c(CN2CCOCC2)cc(Cl)c2cccnc12)c1ccccc1Br,i,2
O=c1cc(CO)oc(C(Nc2ccccn2)c2ccc(C(F)(F)F)cc2)c1O (stereo not given),i,2
Cc1cc(C)c(C)c(OC(=O)c2sc(Cl)nc2C)c1,i,-33
COc1cc(OC)c2c(-c3cccc(-c4ccc(CO)cc4)c3)cc(=O)oc2c1,.,-11
CCOC(=O)CSc1n[nH]c(=S)s1,i,-13
O=C(NCCOCC(F)(F)C(F)F)c1cc(F)c(F)cc1Cl,i,-4
O=C(COC(=O)CCc1ccccc1)Nc1cc([N+](=O)[O-])ccc1F,i,-2

# As a working copy, 3 of the compounds above.
SMILES,CHT allo act,OX1R antag
CC(=O)[C@@H]1[C@@H]2C(=O)N(c3ccccc3F)C(=O)[C@@H]2[C@H]2c3ccccc3C=NN12,i,-11
Cc1ccc(S(=O)(=O)N2CCC(C(=O)OCC(=O)Nc3cc(S(C)(=O)=O)ccc3Cl)CC2)cc1C,i,-8
CC/C(=N\NC(=O)c1nnn(-c2nonc2N)c1-c1cccc(OC)c1)c1ccc(C)cc1,i,11

# Continued.
SMILES,CHT allo act,OX1R antag
CCOC(=O)C(NCCc1ccccc1)(NC(=O)CC)C(F)(F)F (stereo not given),i,10
O=C(Nc1cc(=O)c2ccccc2o1)N1CCOCC1,i,-25
Cc1cc(C)cc(C(=O)NC(CC(N)=O)c2ccc(NC3CCCCCC3)c([N+](=O)[O-])c2)c1 (stereo not given),i,-11
Cn1ccc(C(=O)Oc2ccc(C(=O)Nc3ccc(F)cc3F)cc2)n1,i,2
COc1ccc(S(=O)(=O)Nc2cc(C)c(O)c(S(=O)(=O)c3ccccc3)c2)cc1,i,-20
CC(C)NC(=O)NC(=O)CSc1nncn1C,i,-9
CNC(=O)Cn1ncc2c3ccccc3n(C)c2c1=O,i,-13
CNc1nc2c(c(=O)n(C)c(=O)n2C)n1CCCc1ccccc1,i,12
COc1ccccc1CNC(=O)CC(C)c1ccccc1 (stereo not given),i,-29
Cc1nn(-c2ccccc2)c2nc(N)c(C#N)c(-c3ccc(O)c(O)c3)c12,i,36
Cc1nc2ccccc2c2oc(C(=O)N3CCC(N4CCCCC4)CC3)cc12,7*,-29
COc1cccc(C(CC(=O)Nc2cccc3ccccc23)NC(=O)c2ccccc2)c1 (stereo not given),i,-15
CCN1CCN(C(=S)c2ccc(Cl)c(Cl)c2)CC1,i,-16
COc1ccc(CNC(=O)c2ccc(CN3CCOCC3)cc2)cc1,i,-7
Cn1c(CNC(=O)c2ccco2)nnc1SCC(=O)Nc1cccc(Br)c1,i,-2
NS(=O)(=O)c1ccc(NC(=O)CN2CCCN(S(=O)(=O)c3ccc(F)cc3)CC2)cc1,i,11
Cn1ccnc1SCC(=O)c1c(N)n(C)c(=O)n(C)c1=O,.,-4

# An unsorted share of the library (roughly 0.83% active in at least one column).
